MrgX1 antagonist = antagonists of human MrgX1 receptor; MRGX1-HEK293 calcium flux, Fluo-4, BAM8-22 antagonism; hits give low values; B-score at 10 µM; 310,000 compounds, 1.3% hits; AID 588676; Q96LB2;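 active = calcium-response B-score plate-corrected more than 3 library SD below zero, starting fluorescence within 5 deviations, no agonist response on first addition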;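 also: peak minus trough fluorescence over baseline after final BAM8-22 challenge near maximal dose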
TRPC6 act = activates the mouse TRPC6 cation channel; Q61143; HEK293-TRPC6 membrane potential dye fluorescence; hits give high values; B-score at 10 µM; 310,000 compounds, 0.13% hits;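 active = B-score of the integrated fluorescence ratio above library mean plus 3 SD, and starting fluorescence ratio within library mean plus 5 SD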;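 also: higher score means more depolarization so channel activation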
TRPC4 act = opens the mouse TRPC4 cation channel | Q9QUQ5 | HEK293 TRPC4beta/mu-opioid, Fluo4 calcium fluorescence; hits give high values | B-score at 10 µM | 310,000 compounds, 0.49% hits | AID 2237;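 active = B-score above 5 SD of library B-scores, and initial fluorescence ratio not above library mean plus 5 SD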;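 also: positive B-score marks a calcium rise read as TRPC4 activation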
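Assay system: HEK293 cells stably co-expressing mouse TRPC4beta and mu-opioid receptor / Timing: Fluo4 dye loading 45 min at room temperature, 110 s recording / Signal: Fluo4 calcium-sensitive dye fluorescence, kinetic, 1 Hz baseline / Read-out: integrated baseline-normalised fluorescence ratio, converted to per-well B score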
TRPC4 PAM = TRPC4 (mouse) allosteric potentiation; HEK293 TRPC4beta/mu-opioid, DAMGO EC20, Fluo-4 Ca2+ flux; hits give high values; B-score at 10 µM; 310,000 compounds, 0.42% hits; AID 2227;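 active = B-score of calcium response area above 5 SD of library B-scores, with initial fluorescence ratio within 5 SD of library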;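 also: B-score of integrated fluorescence ratio over time as area under calcium response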
MrgX1 allo act = human MrgX1 positive allosteric modulation, primary screen. MrgX1-HEK293, Fluo-4 calcium flux, FDSS; hits give high values. 310,000 compounds, 0.63% hits. B-score at 10 µM;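 active = plate-corrected calcium response at least 3 library SD above typical, normal starting fluorescence, not activating the receptor alone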;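 also: compound read alongside a low EC10 to EC30 dose of BAM8-22 agonist; peak minus trough fluorescence over baseline measured at the second addition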
TRPC6 inhibitor = inhibitors of mouse TRPC6 channel; 310,000 compounds, 1.1% hits; B-score at 10 µM; Q61143; HEK293-TRPC6, membrane potential dye, ACh-evoked depolarization; hits give low values;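 active = B-score under library mean minus 3 SD, initial fluorescence not abnormally high, positive integrated signal ratio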;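 also: B-score derived from integrated fluorescence ratio over the kinetic read; more negative B-score means stronger inhibition of depolarization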
MrgX1 ag = human MrgX1 receptor agonism, primary screen; MrgX1-HEK293 cells, Fluo-4 calcium fluorescence, agonist mode; hits give high values; B-score at 10 µM; 310,000 compounds, 0.44% hits; AID 588627;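 active = calcium response B-score plate-corrected fluorescence ratio at least 3 library SD, with starting fluorescence B-score inside 5 SD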
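Material: HEK293 cells stably expressing human MrgX1 receptor | Quantity: 15,000 cells per well | Times: Cells plated overnight, dye loaded 0.5 h 37 °C, 0.5 h room temperature | Measured by: Kinetic Fluo-4 NW fluorescence of intracellular calcium | Control set: Positive and negative controls per plate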
SKKanGAS inh = inhibitors of SKKanGAS S. pyogenes growth in kanamycin (SK-promoter or general growth effect). 300,000 compounds, 1.3% hits. inhibition, % at 7.5 µM. BacTiter-Glo, 6 h;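 active = mean replicate score, as percent of positive control median, at least 50; inconclusive = mean below 50 but one replicate at or above 50; inactive = mean and every replicate below 50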;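 also: strain carries kanamycin resistance gene driven by streptokinase promoter and grows in 40 µg/ml kanamycin; loss of luminescence reflects streptokinase promoter inhibition or plain growth inhibition; 0% = median of DMSO wells and 100% = positive control at its reference dose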
TRPC4 block = inhibitors of mouse TRPC4 channel | Q9QUQ5 | B-score at 10 µM | HEK293 TRPC4beta/mu-opioid, DAMGO-evoked Fluo4 calcium flux; hits give low values | 300,000 compounds, 0.39% hits | AID 2247;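 active = B-score over 3 SD under the library average, no early fluorescence shift, positive overall ratio signal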
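material = TRPC4beta/mu-opioid receptor HEK293 cell line | probe or stimulus = sequential submaximal and maximal DAMGO stimulation | compound dosing = one concentration per compound | measured by = Fluo4 Ca2+ flux fluorescence | evaluation = integrated fluorescence ratio relative to baseline, converted to per-well B score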
ANO1 activ = activators or potentiators of mouse TMEM16A chloride channel; Q8BHY3; HEK293 TMEM16A/YFP-H148Q/I152L, iodide quench fluorescence; hits give low values; B-score at 10 µM; 340,000 compounds, 0.3% hits; AID 623877;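 active = fluorescence-ratio B-score plate-corrected deviation score at least 3 library SD below zero, with starting fluorescence score within 5 deviations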;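 also: channel opened by trigger with iodide after compound preincubation; score built on the fluorescence ratio of max minus min over baseline; more negative score means more quench and so TMEM16A activation or potentiation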
TMEM16A inh = inhibitors of mouse TMEM16A calcium-activated chloride channel; Q8BHY3; HEK293 TMEM16A/YFP iodide influx fluorescence, ionomycin; normalized B-score (activity score, 25-100; higher = stronger inhibition) at 10 µM; 310,000 compounds, 1.2% hits; AID 588511;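 active = ratio plate-corrected score three or more library SD toward inhibition, starting fluorescence score within five deviations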;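 also: score derived from kinetic fluorescence span divided by baseline fluorescence per well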
An asterisk follows results filed as active; i = inactive; u = inconclusive; x = no result given.

SMILES	MrgX1 antagonist	TRPC6 act	TRPC4 act	TRPC4 PAM	MrgX1 allo act	TRPC6 inhibitor	MrgX1 ag	SKKanGAS inh	TRPC4 block	ANO1 activ	TMEM16A inh
COc1ccc(OC)c(C(c2nnnn2C(C)(C)C)N2CCc3ccccc3C2)c1 (stereo unspecified)	i	i	i	i	i	i	i	-5.7	i	i	i
COC(=O)c1ccccc1NC(=O)COC(=O)c1cccnc1	i	i	i	i	i	i	i	1.8	i	i	i
O=c1c2ccccc2cnn1-c1ccc(Cl)cc1	i	x	x	x	i	x	i	1.0	x	i	i
COc1cccc(CNC(=O)COC(=O)CCCNC(=O)c2ccc(Cl)cc2)c1	i	i	i	i	i	i	i	-1.5	i	i	i
COCCN(Cc1ccccc1)C(=O)c1cccc(S(=O)(=O)N(C)c2c(C)n(C)n(-c3ccccc3)c2=O)c1	i	i	i	i	i	i	i	16.1	i	i	i
CCOc1ccc(C2Nc3ccccc3C(CC)(CC)O2)cc1 (stereo unspecified)	i	i	i	i	i	i	i	2.0	i	i	i
COCc1cc(C)nc(SCC(=O)Oc2ccc(Cl)cc2)c1C#N	i	i	i	i	i	i	i	2.4	i	i	i
CCOC(=O)CCC(NC(=O)CCC(=O)NC(CCC(=O)OCC)C(=O)OCC)C(=O)OCC (stereo unspecified)	i	i	i	i	i	i	i	3.9	i	i	i
CCOC(=O)C1CCCN(S(=O)(=O)c2cc(Br)cc3c2N(C(=O)CC)CC3)C1 (stereo unspecified)	i	i	i	i	i	i	i	0.7	i	i	i
Cc1ccc(-n2nnnc2SCC(=O)Nc2nc(-c3ccc(F)cc3)cs2)cc1C	i	i	i	i	i	i	i	-7.3	i	i	i
CC(C)COc1ccc(CNC(=S)Nc2ccccc2)cc1Cl	i	i	i	i	i	i	i	5.4	i	i	i
Cc1nc(N2CCN(c3ccccc3)CC2)nc2c1C(=O)CC(C)C2 (stereo unspecified)	i	i	i	i	i	i	i	7.2	i	i	i
CCCCCOc1ccc(NC(=O)C(=O)NCCCn2ccnc2)cc1	i	i	i	i	i	i	i	3.0	i	i	i
NS(=O)(=O)c1cccc(NC(=O)CSc2nnnn2-c2ccccc2)c1	i	i	i	i	i	i	i	-5.5	i	i	i
Cc1nnn(-c2nonc2N)c1C(=O)NNC(=O)c1ccc(Cl)c(Cl)c1	i	i	i	i	i	i	i	1.3	i	i	i
Cc1cccc(Cc2nnc(NC(=O)c3cccc(S(=O)(=O)N4CCOCC4)c3)s2)c1	i	i	i	i	i	i	i	11.7	i	i	i
O=C1CCCc2ccccc2N1Cc1cccc(Cl)c1	i	x	x	x	i	x	i	-3.7	x	i	i
CC1CN(C2CCN(S(=O)(=O)Cc3ccccc3)CC2)CC(C)O1 (stereo unspecified)	i	i	i	i	i	i	i	0.0	i	i	i
O=C(CN1CCN(c2ccc(O)cc2)CC1)NC(=O)NCc1ccco1	i	i	i	i	i	i	i	2.4	i	i	i
Cc1ccc2cc(C#N)c(N3CCN(C(=O)c4cccs4)CC3)nc2c1	i	i	i	i	i	i	i	0.8	i	i	i
NC(=O)c1ccccc1NC(=O)CS(=O)(=O)Cc1ccccc1	i	i	i	i	i	i	i	-0.7	i	i	i
CCOC(=O)c1oc2nc(C(C)C)c3c(c2c1N)CCC3	i	i	i	i	i	i	i	-4.2	i	i	i
CCOc1ccc(NC(=O)NNC(=O)c2ccc3ccccc3c2O)cc1	i	i	i	i	i	i	i	7.5	i	i	i
CS(=O)(=O)N1CCCC(C(=O)NCc2ccccn2)C1 (stereo unspecified)	i	i	i	i	i	i	i	2.5	i	i	i
CN=c1sc2ccccc2n1CC(O)c1ccccc1 (stereo unspecified)	i	i	i	i	i	i	i	-6.7	i	i	i
(cont.)
SMILES	MrgX1 antagonist	TRPC6 act	TRPC4 act	TRPC4 PAM	MrgX1 allo act	TRPC6 inhibitor	MrgX1 ag	SKKanGAS inh	TRPC4 block	ANO1 activ	TMEM16A inh
COc1cc(CO)ccc1OCC(=O)Nc1ccc(Br)cc1	i	i	i	i	i	i	i	12.9	i	i	i
COc1nonc1NCn1nc(C)cc1C	i	i	i	i	i	i	i	3.3	i	i	i
O=C(N/N=C\c1ccc(Sc2ccccn2)o1)c1cccc(F)c1	i	i	i	i	i	i	i	-0.8	i	i	i
CCN(CC(=O)Nc1c(F)cccc1F)C(=O)c1cccc(S(=O)(=O)N(C)c2ccccc2)c1	i	i	i	i	i	i	i	13.0	i	i	i
COc1ccc(N2CCN(C(=O)C3CCN(S(=O)(=O)c4ccc5c(c4)oc(=O)n5C)CC3)CC2)cc1	i	i	i	i	i	i	i	1.8	i	i	i
CCOC(=O)c1c(NC(=O)CC2SC(N)=NC2=O)sc2c1CCCC2 (stereo unspecified)	i	i	i	i	i	i	i	10.7	i	i	i
O=C(CSc1nnnn1-c1ccccc1)NC(=O)NCc1ccco1	i	i	i	i	i	i	i	-0.7	i	i	i
CCOc1ccc(NS(=O)(=O)c2ccc(C(=O)NNC(=O)c3ccccc3O)cc2)cc1	i	i	i	i	i	i	i	16.8	i	i	i
COc1cccc(CNc2cnc3ccccc3c2)c1O	i	i	i	i	7.06*	i	i	7.9	i	i	25*
COc1cc(OC)nc(/N=C/NO)n1	i	i	i	i	i	i	i	-2.4	i	i	i
COc1ccc(CCNC(=O)CSc2n[nH]c(N)n2)cc1	i	i	i	i	i	i	i	-3.3	i	i	i
CN1CCN(c2ccc(NC(=O)c3ccccc3Br)cc2)CC1	i	i	i	i	i	i	i	10.2	i	i	i
Nc1ccc(Cl)c(NC(=O)c2cccs2)c1	i	i	i	i	i	i	i	2.8	x	i	i
CC(C)(C)Nc1nc(Cl)nc(NC2CCCCC2)n1	i	i	i	i	i	i	i	-2.6	i	i	i
Brc1ccc(-c2nc(-c3cccnc3)no2)o1	i	i	i	i	i	i	i	9.1	i	i	i
COc1ccc(C(=O)N/C(=C\c2ccc3c(c2)OCO3)C(=O)N2CCOCC2)cc1	i	i	i	i	i	i	i	-0.3	i	i	i
O=[N+]([O-])c1ccccc1S(=O)(=O)Nc1cccc2cccnc12	i	i	i	i	i	i	i	u	i	x	i
O=C(N=NC(=O)c1ccc2c(O)n(C3CCCCC3)c(O)c2c1)c1cccnc1	i	i	i	i	i	i	i	-12.2	i	i	i
COc1ccc(C)cc1S(=O)(=O)N1CCCC(N2CCOCC2)C1 (stereo unspecified)	i	i	i	i	i	i	i	-0.7	i	i	i
Cc1sc2ncnc(Nc3ccc(O)cc3)c2c1C	i	i	i	i	i	i	i	17.3	i	i	i
O=C(CCN1c2ccccc2Sc2ccccc21)OCc1nnc(-c2ccccc2)o1	i	i	i	12*	i	i	i	-0.4	i	i	i
CC(C)(O)C#Cc1ccc(C(=O)N2CCCC(CCC(=O)NCc3ccccc3F)C2)cc1 (stereo unspecified)	i	i	i	i	i	i	i	1.4	i	i	i
CCCCN1C(=O)c2ccc(C(=O)NC3=NCCS3)cc2C1=O	i	i	i	i	i	i	i	-0.4	i	i	i
CC(C)(C)c1ccccc1OCCCCCn1ccnc1	i	i	i	42*	i	i	i	63.2*	i	i	i
CC(C)C[C@H]1CN=C(Nc2ccccc2)N1CCc1ccc(F)cc1	i	x	x	x	i	x	120*	x	x	i	i
(list continues)
SMILES	MrgX1 antagonist	TRPC6 act	TRPC4 act	TRPC4 PAM	MrgX1 allo act	TRPC6 inhibitor	MrgX1 ag	SKKanGAS inh	TRPC4 block	ANO1 activ	TMEM16A inh
O=C1COc2ccc(C(=O)CSc3nnc(Cc4cccs4)n3-c3ccccc3)cc2N1	i	i	i	i	i	i	26.6*	0.6	i	i	i
Nc1nc(-c2ccc(Cl)cc2)cc(C(F)(F)F)n1	i	i	i	i	i	i	i	-6.3	i	i	i
COc1ccc(/C=N/NC(=O)c2sccc2C)c2ccccc12	i	i	i	i	i	i	i	-3.6	i	i	i
O=C1c2cccnc2-c2ncccc21	i	i	i	i	i	i	i	-3.3	i	i	i
CC1(C)c2[nH]c3ccccc3c2C[C@@H]2C(=O)N(Cc3ccccc3)C(=O)N21	i	i	i	i	i	i	i	-2.2	i	i	i
O=C(CN1C(=O)C2CC=CCC2C1=O)Nc1ccc(Br)cc1 (stereo unspecified)	i	i	i	i	i	i	i	-4.0	i	i	i
CC1(C)Cc2ccccc2C2=C(C(=O)N3CCCCCC3)C(=O)C(=O)N21	i	i	i	i	i	i	i	x	i	i	i
COc1ccc2nc(NC(=O)c3cccnc3SC)sc2c1	i	i	i	i	i	i	i	-10.3	i	i	i
COc1cc(CNC(=O)OCC(C)C)cc(OC)c1OC	i	i	i	i	i	i	i	-1.7	i	i	i
COc1ccc(C2CC(c3ccc(OC)cc3)n3nc(NC(=O)c4cccs4)nc3N2)cc1 (stereo unspecified)	i	i	i	i	i	i	i	12.9	i	i	i
Cc1cc(Nc2ccccc2)n(-c2ccc(C(=O)O)cc2)n1	-4.53*	i	i	i	i	i	i	-2.6	i	i	i
CC1=NN(c2ccc(C(=O)O)cc2)C(=O)CC1	i	i	i	i	i	i	i	-4.4	i	i	i
O=C(CSc1ccc2nnc(CCNC(=O)c3ccc(F)cc3)n2n1)NCC1CCCO1 (stereo unspecified)	i	i	i	i	i	i	i	2.4	i	i	i
CC1CCCCC1NS(=O)(=O)CCNC(=O)c1ccc2c(c1)OCO2 (stereo unspecified)	i	i	i	i	i	i	i	-7.3	i	i	i
O=C(Nc1nc(-c2ccncc2)cs1)c1ccco1	i	i	i	i	i	i	i	-3.3	i	i	i
CC1CCCN(C(=O)C2CCN(CCCc3ccccc3)CC2)C1 (stereo unspecified)	i	i	i	i	i	i	i	5.1	i	x	i
Cc1cccc2c(=O)cc(C)n(CC(=O)N3CCOCC3)c12	i	i	i	i	i	i	i	3.1	i	i	i
c1ccc(-n2ncc3c(NCc4ccco4)ncnc32)cc1	i	i	i	i	i	i	i	10.3	i	i	i

Individual results from the entries so far:
Value for `CC1=NN(c2ccc(C(=O)O)cc2)C(=O)CC1` in SKKanGAS inh: -4.4
Value for `Cc1cccc2c(=O)cc(C)n(CC(=O)N3CCOCC3)c12` in SKKanGAS inh: 3.1

Screening results as filed in PubChem.
